# OX1R antag-1: antagonists of human orexin 1 receptor (OX1R); Orexin/Hypocretin receptor type 1 (Homo sapiens), O43613; OX1R-expressing cells, FRET antagonist read-out; inhibition, % at 6.6 µM; 330,000 compounds, 1.8% hits; AID 485270, 2010; in the data active = inhibition mostly above about 38%, no sharp cut-off; inactive = mostly below about 40%;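 note: 0% = agonist challenge alone and 100% = reference antagonist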
# Target sequence (O43613 whole entry, looked up): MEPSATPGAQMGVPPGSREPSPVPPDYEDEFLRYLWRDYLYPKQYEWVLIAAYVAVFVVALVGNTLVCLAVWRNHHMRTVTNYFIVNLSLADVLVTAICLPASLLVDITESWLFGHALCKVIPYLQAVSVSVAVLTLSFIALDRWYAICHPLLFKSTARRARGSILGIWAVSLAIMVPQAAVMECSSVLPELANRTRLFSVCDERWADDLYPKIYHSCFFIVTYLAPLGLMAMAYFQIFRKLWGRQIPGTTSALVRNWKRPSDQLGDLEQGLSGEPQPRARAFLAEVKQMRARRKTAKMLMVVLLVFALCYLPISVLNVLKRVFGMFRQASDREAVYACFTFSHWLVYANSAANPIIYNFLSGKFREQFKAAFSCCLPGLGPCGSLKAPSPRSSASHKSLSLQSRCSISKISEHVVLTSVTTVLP
# OX1R antag-2: OX1R (HCRTR1) antagonists, primary screen, fluorescence, CHO/OX1R cells, Fluo-8 calcium, orexin A; AID 434989, 2010; 330,000 compounds, 0.43% hits; inhibition, % at 5 µM; Fluo-8 calcium fluorescence;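 active = inhibition above its plate's threshold, mean inhibition of all tested compounds on the plate plus 3 SD, cut at about 37% in these data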;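 note: 0% = orexin A challenge wells and 100% = SB-334867-A antagonist wells; not every result past the cut was called active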
# The depositor's hits bear a star; & = joins results of further samples.
cpd	Compound	OX1R antag-2	OX1R antag-1
1	O=C(NC1CCCCC1)C1CCCN1C(=O)NCc1ccccc1 (centres undefined)	-5	35
2	COc1ccc(C)cc1NC(=O)C(OC(=O)c1cnc(C)cn1)c1ccccc1 (centres undefined)	-22	11
3	Clc1ccc(-c2cc(-c3ccccn3)on2)c(Cl)c1	-36	4
4	O=C(CSc1nnc(-c2cccs2)o1)OCc1ccccc1	7	-3
5	Cc1cc(C)c(-c2csc(NC(=O)C3=COCCO3)n2)c(C)c1	-19	14
6	Cn1c(CNC(=O)c2ccc(F)cc2)cc2ccccc21	-15	8
7	CCn1c(CN2CCOCC2)nnc1SCC(=O)Nc1ccc(C(C)=O)cc1	-16	-7
8	COc1ccccc1C(=O)NC(=O)COC(=O)CCOc1ccccc1C	-19	7
9	CCC1CN(C(=O)N2CCC(C(=O)NCCc3ccccc3)CC2)c2ccccc2O1 (centres undefined)	-34	5
10	COCC(=O)Oc1c(Sc2ccccc2[N+](=O)[O-])c(C)nn1C(C)(C)C	-24	24
11	c1ccc(SCc2cn(C[C@H]3CC[C@@H]([C@@H]4CC[C@H](Cn5cc(CSc6ccccc6)nn5)O4)O3)nn2)cc1	-20	16
12	CCC(c1nnc(SCC(=O)Nc2ccc(N3CCOCC3)cc2)n1Cc1ccccc1)N(C)C (centres undefined)	-12	17
13	O=C(NCC(=O)N1CCN(c2ccccc2O)CC1)C1CCCCC1	-18	5
14	O=C(COC(=O)c1ccccc1C(=O)c1ccccc1)NCCc1ccccc1	-33	19
15	O=C(NCc1ccncc1)C(=O)NCC1OCCCN1S(=O)(=O)c1ccc(F)cc1 (centres undefined)	-12	7
16	O=C(NCc1cccnc1)c1ccc(Br)s1	-8	0
17	C[C@H]1CN([C@@H](C)CO)C(=O)c2cc(NC(=O)CCN3CCOCC3)ccc2O[C@H]1CN(C)C(=O)Nc1ccc(F)cc1	-6	2
18	CS(=O)(=O)Nc1cccc(C2=NN(C(=O)c3ccccc3)C(c3cccs3)C2)c1 (centres undefined)	-27	-7
19	O=C(C1CC1)N1CCc2cc(Br)cc(S(=O)(=O)N3CCOCC3)c21	-2	20
20	CCn1cnc2sc(C(=O)N(Cc3ccc(N(C)C)cc3)Cc3ccco3)c(C)c2c1=O	-12	24
21	CCOC(=O)c1c(NC(=S)NC)sc2c1CC(C)(C)SC2	-42	13
22	O=S1(=O)N=C2CCCCCN2C(c2ccc(Br)cc2)N1 (centres undefined)	-8	14
23	COCCN1C(=O)C(=O)/C(=C(/O)c2ccc(S(=O)(=O)N3CCOCC3)cc2)C1c1ccc(OC)c(OC)c1 (centres undefined)	-8	35
24	CC(C)[C@@H](CO)N(C)S(=O)(=O)c1ccccc1Br	11	6
25	CCOc1ccc(-c2nc(-c3ccc(OC)cc3)no2)cc1OCC	-11	8
26	COC(=O)c1ccc(NC(=O)CSc2nnc(-c3cccnc3)o2)cc1	-8	9
27	COC(=O)c1ccc(CNC(=O)C2CCC(=O)N(Cc3ccccn3)C2)cc1 (centres undefined)	-23	7
28	COc1ccc(/C=C/C(=O)C(C(N)=O)=C2SCCS2)cc1	2	9
29	O=C(Nc1ccccn1)c1cccc(S(=O)(=O)N2CCOCC2)c1	-25	15
30	O=C(Nc1cc(-c2nc3ncccc3o2)ccc1Cl)c1ccc2c(c1)OCO2	-11	8

# Full records, quoted from the list. Order of values: OX1R antag-2	OX1R antag-1
# O=C(NCc1cccnc1)c1ccc(Br)s1 across the screens: -8	0
# O=C(Nc1cc(-c2nc3ncccc3o2)ccc1Cl)c1ccc2c(c1)OCO2 across the screens: -11	8

# (next part)
cpd	Compound	OX1R antag-2	OX1R antag-1
31	CC(C)C(=O)NNC(=O)C1CC1(c1ccccc1)c1ccccc1 (centres undefined)	6	-3
32	CC(=O)c1sc(-c2ccc(Cl)cc2)cc1N	-22	4
33	O=C(CSc1nc2ccccc2c(=O)n1-c1ccc(F)cc1F)Nc1ccc2c(c1)CCC2	-4	14
34	N#Cc1cnc(NCc2ccc(Cl)cc2Cl)nc1	-11	3
35	O=C(CSc1nc2ccccc2[nH]1)N/N=C/C=C\c1ccccc1[N+](=O)[O-]	-22	32
36	Cc1ccc(C(=O)OCC(=O)NCc2ccc3c(c2)OCO3)o1	1	3
37	CN(C)/C=C/C(=O)c1cnc(-c2ccccc2Cl)s1	5	15
38	S=c1[nH]nc(-c2cccnc2)n1/N=C/c1ccccc1	-3	9
39	Cc1ccc2nc(NC(=O)C3CCN(S(=O)(=O)c4ccc5c(c4)oc(=O)n5C)CC3)sc2c1	-20	7
40	Nc1nnc(-c2ccc(Cl)c([N+](=O)[O-])c2)s1	5	28
41	CC1CN(C(=O)c2ccc(COc3ccc4ccccc4c3)o2)CC(C)O1 (centres undefined)	-30	12
42	O=C(NCc1ccccc1)c1ccc(CS(=O)(=O)c2ccccc2)o1	-19	22
43	CCC(C)(NC(=O)c1ccccn1)C(=O)NC1CCCCC1 (centres undefined)	-10	21
44	COc1ccccc1-c1cc(C(=O)N2CCN(c3ccccc3OC)CC2)no1	-41	2
45	O=C(CN1C(=O)c2ccccc2S1(=O)=O)NCCC1=CCCCC1	-5	8
46	CCOc1cc(CNCCc2ccc(S(N)(=O)=O)cc2)ccc1OCC(=O)NC1CCCCC1	-18	-1
47	COC(=O)CCC(=O)OC1(C)C(=O)C=C2C=C(C3CC3)N(CCc3c[nH]c4ccccc34)C=C2C1=O (centres undefined)	-4	54
48	COc1ccc(OCc2cccc(C(=O)Nn3cc([N+](=O)[O-])cn3)c2)cc1	-2	23
49	CCc1nnc(NC(=O)CSc2nnc(COc3ccc(C)cc3)n2-c2ccccc2)s1	-21	7
50	Cc1c(C2=CCN(S(=O)(=O)c3ccc(Br)cc3)CC2)c2ccccc2n1C	-3	11
51	COc1ccc(C(=O)C2=NN(C(C)=O)CC2c2ccco2)cc1 (centres undefined)	-27	30
52	CC(C)=CC(=O)N1CC[C@@H](N2CCN(c3ccccc3F)CC2)[C@H](O)C1	-10	7
53	CC(C)NC(=O)COC(=O)c1cccc(NS(=O)(=O)/C=C/c2ccccc2)c1	-14	21
54	COc1ccccc1-n1cnc2cc(C(=O)NC3CCCC3)ccc21	-13	6
55	CC1=NN=C(c2ccccc2)C(c2c[nH]c3ccccc23)N1O (centres undefined)	-20	17
56	Cc1ccc(NC(=O)CN2C(=O)NC(C)(CCc3ccccc3)C2=O)cc1 (centres undefined)	3	10
57	O=C(CN1C(=O)C2C3C=CC(C3)C2C1=O)NCc1ccc2c(c1)OCO2 (centres undefined)	-15	42
58	CN(Cc1ccon1)C(=O)CC1C(=O)NCCN1Cc1cccc(F)c1F (centres undefined)	-7	11
59	COc1ccccc1NC1SC(=O)N(c2ccccc2)C1=O (centres undefined)	-4	11
60	CCCCNS(=O)(=O)c1ccc(NC(=O)C2CCCO2)cc1 (centres undefined)	-8	16
61	CC(=O)NCCc1ccc(C(=O)COC(=O)c2cccn2C)cc1	-11	3
62	CS(=O)(=O)N(CC(=O)Nc1ccccc1-c1ccccc1)c1ccccc1	-27	12
63	COc1cccc(CN2CCN(C(=O)c3cc(-c4ccncc4)nc4ccc(C)cc34)CC2)c1	-38	8
64	COc1ccccc1Nc1cc(C(=O)N2CCc3ccccc3C2)c2ccccc2n1	-8	24
65	COC(=O)c1ccccc1S(=O)(=O)NCc1nc2nc(C)cc(C)n2n1	-16	1
66	O=S(=O)(NCCCNS(=O)(=O)c1c(F)cccc1F)c1ccc2c(c1)OCCO2	9	3
67	CN1C(=O)OC2(C)CCc3ccccc3C12C (centres undefined)	6	1
68	NS(=O)(=O)c1ccc(CCNC(=O)c2ccc(Cl)cc2[N+](=O)[O-])cc1	-27	27
69	COc1ccccc1NC(=O)/C=C/c1cc([N+](=O)[O-])ccc1OC(F)F	-13	25
70	Cc1cc(Br)c(NC(=O)c2c(-c3c(Cl)cccc3Cl)noc2C)c(Br)c1	-26	19
71	CN(C)S(=O)(=O)c1ccc(N2CCCC2)c(C(=O)NCCc2ccc(F)cc2)c1	-22	10
72	COc1ccccc1Cn1c(C)nc2ccccc21	-25	5
73	O=C(Nc1nccs1)c1ccc[nH]c1=O	-26	16
74	COc1cccc(-c2ocnc2C(=O)Nc2ccc(N3CCOCC3)cc2N2CCOCC2)c1	-11	6
75	O=C(c1nc(-c2ccccc2)n(-c2ccccc2)n1)N1CCCCCC1	-26	10
76	CN(C)c1cc[nH]c(=O)c1C#N	0	13
77	Cn1cnnc1SCC(=O)NC1CCCCCC1	17	15
78	CNc1c(-n2cc(C(=O)OC)c(C(=O)OC)c2C(=O)OC)c(=O)n(C)c(=O)n1C	-15	8
79	Cc1ccc(NC(=O)CC2C(=O)NCCN2C(=O)c2ccc(F)cc2)cc1 (centres undefined)	-9	12
80	COc1cc(NC(=O)C2=C(N3CCOCC3)/C(=C/c3ccc(Cl)cc3)CC2)cc(OC)c1OC	-36	7
81	CC(=O)N(c1c(C)n(C)n(-c2ccccc2)c1=O)C1(C(=O)NC2CCCC2)CCCCC1	-8	7
82	CCOC(=O)c1ccccc1NC(=O)c1cccs1	-27	11
83	CSc1nc(C)c(CCOCc2ccccc2)c(=O)[nH]1	-6	15
84	Clc1ccc(Oc2nc3ccccc3n3cccc23)cc1	-11	20
85	O=C(c1cc(-c2ccccc2)nc2ccccc12)N1N=C(C(F)F)CC1(O)C(F)F (centres undefined)	-26	19
86	CCOc1ccccc1NS(=O)(=O)c1csc(C(N)=O)c1	-2	9
87	CC(=O)c1cc(CN2CCC(C(=O)Nc3cccc(-c4cscn4)c3)CC2)cs1	-11	21
88	C[C@@H]1CC=C[C@H]2[C@H]1C(=O)N(Cc1ccccc1)[C@H]2c1ccc2ccccc2c1/C=C/c1ccccc1	-31	21
89	Cn1c(-c2ccc(F)cc2)cnc1NCc1ccc(C#N)cc1	-14	12
90	Cc1ccc(NC(=O)CN2CCOCC2)c(Br)c1	-23	16

# Following part:
cpd	Compound	OX1R antag-2	OX1R antag-1
91	O=C(CCc1ccccc1)NC1CCSC1=O (centres undefined)	4	9
92	N=c1c[n+](N2CCOCC2)[n-]o1	-18&-3	18&6
93	CC(Oc1cccc(Cl)c1)C(=O)Nc1ccncc1 (centres undefined)	-6	3
94	COc1ccc(CC2CCOC2=O)cc1 (centres undefined)	-7	6
95	CCN(CC)S(=O)(=O)c1cccc(C(=O)N[C@H](C(=O)NCc2ccccc2F)C(C)C)c1	-38	7
96	CC(C)CC(NC(=O)C1CCCCC1)C(=O)NC(C)c1ccccc1 (centres undefined)	-27	-12
97	COc1ccccc1S(=O)(=O)Cc1ccc(C(=O)NCCN(C)C)o1	-2	8
98	CC1CCC(CN2C(Nc3ccccc3)=NC[C@@H]2Cc2ccccc2)CC1 (some centres undefined)	-27	2
99	COC(=O)c1cccc(NC2CC(=O)N(c3ccc(OC)c(OC)c3)C2=O)c1 (centres undefined)	-5	17
100	COc1ccc(/C=C2\CCC(C3CCCC3)C2=O)cc1Cn1nc(C)cc1C (centres undefined)	-28	9
101	Cc1nc2sccn2c(=O)c1S(=O)(=O)NCc1ccccc1Cl	-4	7
102	N[C@@H](Cc1cc(I)c(O)c(I)c1)C(=O)O	6	28
103	Nc1c(-c2ccccc2)c(CSc2nc3ccccc3[nH]2)nn1-c1cccc(C(=O)O)c1	-8	0
104	O=C1C2C3C=CC(C4CC34)C2C(=O)N1/N=C/c1cccs1 (centres undefined)	-10	4
105	Nc1ncnc2nc(SCC(=O)N3CCN(c4ccccc4)CC3)[nH]c12	4	-1
106	COc1ccc(NC(=O)C2CCN(S(=O)(=O)c3ccc(C)cc3)CC2)cc1OC	-17	10
107	Cc1cc(C)cc(N(CCC#N)C(=O)COC(=O)CCc2c[nH]c3ccccc23)c1	-4	8
108	CCC(=O)NNc1cccc(Cl)n1	-7	18
109	CC(C)(C)NC(=O)NC(=O)COC(=O)C1=COCCO1	-18	11
110	CC(=O)c1ccccc1NC(=O)CCN1C(=O)C2CCCCC2C1=O (centres undefined)	-29	4
111	CC1(C)CC(=O)c2cc(C(=O)Nn3cnnc3)c(=O)n(-c3ccccc3)c2C1	-17	12
112	CC(=O)Nc1ccc(SCC(=O)N(C)CC(=O)Nc2ccccc2Cl)cc1	-8	3
113	COc1ccc(C)cc1-n1[nH]nnc1=S	-11	16
114	CN1CCN(C(=O)c2ccccc2[N+](=O)[O-])CC1	-6	14
115	O=C(NCc1ccccc1Cl)C1CCCN(c2nc3ccsc3c(=O)s2)C1 (centres undefined)	-6	6
116	Cc1ccc(S(=O)(=O)N2CCC[C@H]2C(=O)OCC(=O)N2CCc3ccccc32)cc1	-29	1
117	COc1cc(S(=O)(=O)N2CCn3cccc3C2C)ccc1NC(C)=O (centres undefined)	-7	-2
118	O=C(O)CCC(NS(=O)(=O)c1ccc(N2CCCC2=O)cc1)C(=O)O (centres undefined)	-6	7
119	O=C(OCC(=O)N1CCN(c2ccccc2)CC1)c1ccccn1	-26	28

# From compound 107 as far as 113, as listed above:
cpd	Compound	OX1R antag-2	OX1R antag-1
107	Cc1cc(C)cc(N(CCC#N)C(=O)COC(=O)CCc2c[nH]c3ccccc23)c1	-4	8
108	CCC(=O)NNc1cccc(Cl)n1	-7	18
109	CC(C)(C)NC(=O)NC(=O)COC(=O)C1=COCCO1	-18	11
110	CC(=O)c1ccccc1NC(=O)CCN1C(=O)C2CCCCC2C1=O (centres undefined)	-29	4
111	CC1(C)CC(=O)c2cc(C(=O)Nn3cnnc3)c(=O)n(-c3ccccc3)c2C1	-17	12
112	CC(=O)Nc1ccc(SCC(=O)N(C)CC(=O)Nc2ccccc2Cl)cc1	-8	3
113	COc1ccc(C)cc1-n1[nH]nnc1=S	-11	16

# Compound activity as filed in PubChem BioAssay.

# Hits appear at their usual frequency, and some 2.1% of all compounds hit somewhere here.
